Source: PubChem BioAssay (several laboratories)
RPL19A-GFP yeast: yeast TOR pathway RPL19A-GFP modulation; S. cerevisiae RPL19A-GFP strain, flow cytometry, 3 h; hits give low values; AID 2025; percent response vs DMSO, % at 10 µM; 0.3% of 330,000 active;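 active = percent response vs DMSO below 50%; inconclusive = fewer than 70 events counted for the yeast strain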;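 also: median channel GFP fluorescence of the barcoded RPL19A-GFP strain; ratio of sample median GFP to plate DMSO average so 100% = DMSO; lower means less RPL19A-GFP as with rapamycin TOR inhibition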
AHR activator: human AHR activation; P35869; AHR-responsive luciferase reporter cells, luminescence; activation, % at 5 µM; 2.5% of 320,000 active; in the data active = activation above about 47%;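 also: 0% = vehicle wells and 100% = reference agonist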
LAP4 TOR yeast: yeast TOR pathway LAP4-GFP modulation; S. cerevisiae LAP4-GFP multiplex, flow cytometry GFP, 3 h; median GFP as percent of DMSO wells; GFP response vs DMSO, % at 10 µM; 0.34% of 320,000 active;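 active = GFP response vs DMSO above a set limit, about the screen mean plus 3 SD, cut at about 150% in these data; inconclusive = under 70 cell events counted for the yeast strain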
ZTA DNA inh: counter-screen for EBNA-1 inhibitors: inhibitors of Epstein-Barr virus ZTA; P03206; ZTA-DNA binding, fluorescence polarization; inhibition, % at 11 µM; 0.15% of 320,000 active; AID 2234; in the data active = inhibition above about 33%
EBNA-1 inhibitor: blocks EBNA-1 binding to DNA | 0.34% of 300,000 active | AID 1950 | EBNA-1 DNA binding, fluorescence polarization | inhibition, % at 14.8 µM; in the data active = inhibition above about 28%
proCasp3 act: activates human procaspase-3 | P42574 | recombinant procaspase-3 D3A, Ac-DEVD-pNA absorbance 405 nm | activation, % at 8.5 µM | 0.11% of 330,000 active | AID 463141;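 active = activation above the mean of all tested compounds plus 3 SD, cut at about 21% in these data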;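 also: 0% = DMSO alone and 100% = DMSO wells spiked with extra 5 µM PC-3 D3A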
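Assay system: Procaspase-3 D3A mutant, all three cleavage aspartates alanine. Buffer or medium: Zinc-free HEPES saline buffer with Triton X-100. Times: 1 h compound preincubation, 2 h substrate hydrolysis at 25 °C. Measured by: 405 nm absorbance of p-nitroaniline, reads at 0 and 120 min. Read-out basis: percent activation relative to control range. Replicates: singlicate.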
MEP2 TOR yeast: yeast TOR pathway MEP2-GFP modulation; 0.51% of 330,000 active; GFP response vs DMSO, % at 10 µM; AID 2016; S. cerevisiae MEP2-GFP strain, flow cytometry GFP, 3 h; 100% = DMSO control level;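 active = GFP response versus DMSO above a set limit, roughly screen mean plus 3 SD, cut at about 180% in these data; inconclusive = fewer than 70 cells counted for a yeast strain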;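 also: median GFP fluorescence of the barcode-gated MEP2-GFP cells per well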
procasp7 counter: counter-screen: procaspase-7 (human) activation; recombinant procaspase-7, Ac-DEVD-pNA absorbance 405 nm; D23A/D198A/D206A triple mutant, cannot self-cleave; scale: DMSO 0, 5 µM enzyme 100; activation, % at 8.5 µM; 0.093% of 330,000 active;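 active = percent activation above the screen-wide mean plus 3 SD, cut at about 25% in these data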
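Assay system: Uncleavable procaspase-7 mutant enzyme | Input: 2 µM procaspase-7 mutant as dispensed | Timing: 1 h compound preincubation, 2 h substrate cleavage, 25 °C | Repeats: One well per compound | Control set: DMSO wells as 0%, DMSO with 5 µM added PC-7 as 100% | Technique: Epi-absorbance of released pNA at 405 nm, two timepoints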
Active calls of the source: *; ? = inconclusive; · = no result given.

1: CCOC(=O)c1c(NC(=O)COC(=O)/C=C/c2ccco2)sc2c1CC(C)(C)NC2(C)C
2: Cc1ccc(S(=O)(=O)NCC(=O)NCC2COc3ccccc3O2)cc1C (stereo not given)
3: Cc1c(N=Cc2cc3c(cc2Cl)OCO3)c(=O)n(-c2ccccc2)n1C
4: COc1ccc(OC)c(S(=O)(=O)N2CCN(c3ccccc3OC)CC2)c1
5: Cc1ccc(O)c(N=NC2=C(O)CC(C)(C)CC2=O)c1
6: Cc1ccc(S(=O)(=O)N2CCN(C(=O)c3ccccn3)CC2)cc1
7: Cc1cccc(-n2cc(-c3ccc([N+](=O)[O-])cc3)[nH]c2=S)c1
8: COC(=O)C(Cc1c[nH]c2ccccc12)NC(=O)CNC(C)=O (stereo not given)
9: COc1ccc2nc(C)cc(N3CCC(C(N)=O)CC3)c2c1
10: COc1ccc(-c2cc(NC(=O)c3cncn3-c3ccccc3)ccc2OC)cc1

assay / compound	1	2	3	4	5	6	7	8	9	10
RPL19A-GFP yeast	98	97	98	113	108	99	105	98	92	97
AHR activator	6	2	0	5	38	0	25	0	-1	19
LAP4 TOR yeast	105	98	97	103	100	118	98	100	100	105
ZTA DNA inh	13	-6	22	-3	-4	-7	-12	3	-11	-12
EBNA-1 inhibitor	-5	·	7	2	5	-6	-2	-5	-5	2
proCasp3 act	4	2	9	1	3	11	-9	5	-3	-1
MEP2 TOR yeast	102	96	100	114	101	94	103	101	110	105
procasp7 counter	6	-2	1	1	-6	12	-7	7	4	-10

Reprinted from the part before: 2 compounds; new compounds follow.
9: COc1ccc2nc(C)cc(N3CCC(C(N)=O)CC3)c2c1
10: COc1ccc(-c2cc(NC(=O)c3cncn3-c3ccccc3)ccc2OC)cc1
11: CCN1C(=O)C(NC(C)=O)c2cc(Br)ccc21 (stereo not given)
12: Cc1cc(C)nc(N2N=C(C(F)(F)F)CC2=O)n1
13: O=C1CCC2=C(CCCC2=O)N1
14: Cc1ccc(C(=O)N/N=C\c2ccc(OC(=O)c3cccs3)cc2)cn1
15: O=C(COc1ccc(Br)cc1)NNC(=S)NC(=O)c1ccccc1[N+](=O)[O-]
16: COCCn1c(N)c(C(=O)NCC2CCCO2)c2nc3ccccc3nc21 (stereo not given)
17: CCC1Oc2ccccc2N(CC(=O)Nc2ccccc2OC)C1=O (stereo not given)
18: COc1ccc(/C=C/C(=O)OCC(=O)N2CCCCCC2)cc1OC
19: COc1ccc(N(CC(=O)NCCSc2ccccc2)S(C)(=O)=O)cc1
20: Cc1oc(-c2cccs2)nc1CN1CCC(c2ccccc2)CC1

assay / compound	9	10	11	12	13	14	15	16	17	18	19	20
RPL19A-GFP yeast	92	97	106	104	102	103	107	96	90	95	94	97
AHR activator	-1	19	7	-2	0	-2	4	14	2	-1	2	1
LAP4 TOR yeast	100	105	99	·	102	104	100	97	95	97	110	109
ZTA DNA inh	-11	-12	-3	2	-4	-10	13	-10	-2	·	-7	-13
EBNA-1 inhibitor	-5	2	-24	4	-11	-2	-8	5	3	·	-14	-1
proCasp3 act	-3	-1	-4	10	7	6	0	-11	2	1	7	-7
MEP2 TOR yeast	110	105	107	107	99	115	102	97	92	97	113	109
procasp7 counter	4	-10	-14	1	7	8	2	-22	-4	13	-6	2

21: CSc1ncccc1C(=O)Nc1ccncc1
22: O=c1c2ccccc2c(C=NCCCN2CCOCC2)c(O)n1Cc1ccccc1
23: CC(/C=N/n1c(-c2ccncc2)n[nH]c1=S)=C\c1ccco1
24: CCn1nc(C)c(/C=C2\CCCC3=C2OC(N)=C(C#N)C3c2c(C)nn(CC)c2C)c1C (stereo not given)
25: S=C1SCN(Cc2ccccn2)CN1Cc1ccco1
26: CCCCCc1nc2sc3c(c2c(=O)n1N)CCC3
27: Cc1ccc(NC(=O)COc2coc(CN3CCc4ccccc43)cc2=O)cc1Cl
28: OCCCn1c(-c2ccccc2)csc1=Nc1ccccc1
29: COc1ccc(C(=O)NCCS(=O)(=O)N2CCN(Cc3ccccc3)CC2)cc1
30: CC1=C(C(=O)Nc2ccccc2C(=O)N2CCCCC2)SCCO1

assay / compound	21	22	23	24	25	26	27	28	29	30
RPL19A-GFP yeast	101	98	100	98	98	96	100	96	95	98
AHR activator	18	0	20	1	2	4	-2	2	-1	0
LAP4 TOR yeast	86	·	108	96	100	101	98	99	99	99
ZTA DNA inh	-24	15	0	4	11	3	11	-10	4	11
EBNA-1 inhibitor	-10	-2	0	-11	1	-7	1	-9	2	-3
proCasp3 act	0	-2	4	-13	-17	5	2	-4	9	12
MEP2 TOR yeast	92	93	100	110	104	98	95	96	92	95
procasp7 counter	-6	3	-13	-1	-12	5	12	-4	-5	-5

31: CCc1ccc(CNC(=O)CCc2nnc(Cc3cccc(C(F)(F)F)c3)o2)nc1
32: C/C(=C\C(=O)c1sccc1Cl)N(C)C
33: O=C(NCCN1CCOCC1)C(=O)NCC1OCCN1S(=O)(=O)c1ccccc1 (stereo not given)
34: COC(=O)[C@@H]1CCCN1C(=O)CCc1nnc(CCc2c[nH]c3ccccc23)o1
35: O=C(c1cccc(Br)c1)N1CCN(C2=NS(=O)(=O)c3ccccc32)CC1
36: CCSc1ccccc1C(=O)NCCc1ccccc1
37: CCC(C)C(NC(=O)c1ccccc1NC(=O)c1ccc(OC)cc1)C(=O)NCc1ccco1 (stereo not given)
38: N#CC1(NC(=O)CSc2n[nH]c(-c3ccccc3)n2)CCCCC1
39: Cc1cc(C)c(NC(=O)Cn2c(=O)n(-c3ccc(CC(=O)NCC4CCCO4)cc3)c(=O)c3ccccc32)c(C)c1 (stereo not given)
40: Cc1nnc(-c2cnn(-c3ccccc3)c2N)n1Cc1ccccc1

assay / compound	31	32	33	34	35	36	37	38	39	40
RPL19A-GFP yeast	109	98	105	95	100	96	?	97	99	105
AHR activator	0	-1	-5	-1	-4	13	2	3	-1	8
LAP4 TOR yeast	91	100	96	98	106	110	?	97	116	101
ZTA DNA inh	8	-3	0	10	1	-13	3	0	-22	-7
EBNA-1 inhibitor	6	13	-1	2	13	4	5	-1	-3	12
proCasp3 act	-8	2	0	0	-7	5	1	3	0	-3
MEP2 TOR yeast	112	99	103	101	102	93	?	93	114	108
procasp7 counter	-5	4	-8	0	-11	6	3	6	5	7

41: CC1=NN(C(N)=S)C(=O)C1N=Nc1ccc([N+](=O)[O-])cc1 (stereo not given)
42: Cc1ccc(C(=O)OCC(=O)N2CCC(C)CC2)cc1S(=O)(=O)N1CCCCC1
43: CCN(CC)C(=O)c1cccc(NC(=O)c2cc(-c3ccccn3)nc3ccccc23)c1
44: CCCn1c(=O)c(C(=O)NCc2ccccc2Cl)c(O)c2ccccc21
45: CNC(=O)c1ccc(NC(=O)c2cc(S(=O)(=O)N(C)C)ccc2N2CCCC2)cc1
46: O=C(NC(=S)N1CCN(c2ccc(F)cc2)CC1)C12CC3CC(CC(C3)C1)C2
47: CCCOc1ccc(C(=O)NC(=S)Nc2nc3ccccc3s2)cc1
48: CC(=O)NC1(c2cccc(F)c2)CCN(CC(=O)NC(C)C)CC1
49: CCOC(=O)c1c(NC(=O)CSc2nccn2C)sc(C(=O)NC)c1C
50: Cc1ccc(-c2nc(C#N)c(NCc3ccco3)o2)cc1

assay / compound	41	42	43	44	45	46	47	48	49	50
RPL19A-GFP yeast	108	101	94	105	98	99	103	99	99	100
AHR activator	0	-1	6	0	1	2	82*	2	11	27
LAP4 TOR yeast	87	96	98	102	112	89	108	100	104	103
ZTA DNA inh	-1	20	-7	10	6	-11	-8	-5	-6	-5
EBNA-1 inhibitor	-2	8	·	5	·	3	-7	-4	-5	-2
proCasp3 act	-1	-2	3	0	-4	-3	-4	-6	9	-10
MEP2 TOR yeast	98	103	96	109	101	106	109	99	101	98
procasp7 counter	-8	10	1	-1	6	5	-2	13	6	1

51: COc1cccc(OC)c1-c1nn2c(-c3cc(-c4ccccc4)n[nH]3)nnc2s1
52: Nc1sc(-c2ccccc2)c(Cc2ccccc2)c1C(=O)O
53: CCCN1CCC(=O)N([C@H](CO)c2ccccc2)CC1
54: CC(C)[C@@H](C(=O)NC1CCN(Cc2ccccc2)CC1)N1C(=O)N2CCc3c([nH]c4ccccc34)[C@@]2(C)C1=O
55: Cc1ccc2c(=O)n3c(nc2c1)C(Cc1ccccc1)NC(=O)c1cc(Cl)ccc1-3 (stereo not given)
56: O=C(Nc1ccccc1C(=O)Nc1ccncc1)c1cccc([N+](=O)[O-])c1
57: Cc1ccc(C2CC(c3cccc(C)c3)n3nc(N)nc3N2)cc1 (stereo not given)
58: COCCCNC(=O)/C(C#N)=C/c1c(N2CCN(C)CC2)nc2ccccn2c1=O
59: CN(C)CCN(C(=O)c1ccco1)c1nc2cc3c(cc2s1)OCCO3
60: Cc1cc(C)cc(NC(=S)NCCSc2ccc(Cl)cc2)c1

assay / compound	51	52	53	54	55	56	57	58	59	60
RPL19A-GFP yeast	96	99	93	100	101	103	101	102	100	105
AHR activator	94*	2	0	6	7	37	-1	2	5	-3
LAP4 TOR yeast	92	93	86	113	98	101	95	92	114	107
ZTA DNA inh	165*	-20	4	-3	·	-2	-11	-22	12	18
EBNA-1 inhibitor	60*	-1	-2	-5	·	-2	-1	-3	-6	10
proCasp3 act	7	-20	6	-2	9	1	4	-2	-2	-2
MEP2 TOR yeast	108	96	105	100	98	103	100	102	103	101
procasp7 counter	10	-11	-3	8	11	5	11	-3	9	-3

An excerpt from above, showing only procasp7 counter and ZTA DNA inh.
| item | SMILES | procasp7 counter | ZTA DNA inh |
| --- | --- | --- | --- |
| 52 | Nc1sc(-c2ccccc2)c(Cc2ccccc2)c1C(=O)O | -11 | -20 |
| 53 | CCCN1CCC(=O)N([C@H](CO)c2ccccc2)CC1 | -3 | 4 |
| 54 | CC(C)[C@@H](C(=O)NC1CCN(Cc2ccccc2)CC1)N1C(=O)N2CCc3c([nH]c4ccccc34)[C@@]2(C)C1=O | 8 | -3 |
| 55 | Cc1ccc2c(=O)n3c(nc2c1)C(Cc1ccccc1)NC(=O)c1cc(Cl)ccc1-3 (stereo not given) | 11 | · |
| 56 | O=C(Nc1ccccc1C(=O)Nc1ccncc1)c1cccc([N+](=O)[O-])c1 | 5 | -2 |
| 57 | Cc1ccc(C2CC(c3cccc(C)c3)n3nc(N)nc3N2)cc1 (stereo not given) | 11 | -11 |

(cont.)
61: Cc1cccc(NC(=O)CSc2nnc(-c3ccco3)o2)c1C
62: Cn1c(NC(=O)c2cc(Cl)ccc2Cl)cc(=O)n(C)c1=O
63: CCCCOC(=O)Nc1nc2ccccc2s1
64: O=C1NC(c2ccccc2Cl)Nc2ccccc21 (stereo not given)
65: Cc1ccc2nc(C)/c(=N\O)c(C)nc2c1
66: COC(=O)CNC(=O)c1nn(-c2cccc(OC)c2)c(=O)c2ccccc12

assay / compound	61	62	63	64	65	66
RPL19A-GFP yeast	103	100	105	103	90	101
AHR activator	-1	-4	0	1	14	6
LAP4 TOR yeast	105	84	104	105	137	102
ZTA DNA inh	4	1	1	0	-9	-4
EBNA-1 inhibitor	-7	8	4	-1	2	-2
proCasp3 act	-1	2	-2	5	-12	5
MEP2 TOR yeast	107	87	100	103	99	108
procasp7 counter	11	4	8	-4	-1	-12

Looked up by structure from above:
65: Cc1ccc2nc(C)/c(=N\O)c(C)nc2c1
64: O=C1NC(c2ccccc2Cl)Nc2ccccc21 (stereo not given)

assay / compound	65	64
RPL19A-GFP yeast	90	103
AHR activator	14	1
LAP4 TOR yeast	137	105
ZTA DNA inh	-9	0
EBNA-1 inhibitor	2	-1
proCasp3 act	-12	5
MEP2 TOR yeast	99	103
procasp7 counter	-1	-4
